High-throughput results: PubChem BioAssay, several laboratories
AHR activator: human AHR activation. activation, % at 5 µM. AHR-responsive luciferase reporter cells, luminescence. 320,000 tested, 2.5% active; in the data active means activation above about 47%;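 further: 0% = vehicle wells and 100% = reference agonist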
Target sequence (P35869 whole entry, looked up): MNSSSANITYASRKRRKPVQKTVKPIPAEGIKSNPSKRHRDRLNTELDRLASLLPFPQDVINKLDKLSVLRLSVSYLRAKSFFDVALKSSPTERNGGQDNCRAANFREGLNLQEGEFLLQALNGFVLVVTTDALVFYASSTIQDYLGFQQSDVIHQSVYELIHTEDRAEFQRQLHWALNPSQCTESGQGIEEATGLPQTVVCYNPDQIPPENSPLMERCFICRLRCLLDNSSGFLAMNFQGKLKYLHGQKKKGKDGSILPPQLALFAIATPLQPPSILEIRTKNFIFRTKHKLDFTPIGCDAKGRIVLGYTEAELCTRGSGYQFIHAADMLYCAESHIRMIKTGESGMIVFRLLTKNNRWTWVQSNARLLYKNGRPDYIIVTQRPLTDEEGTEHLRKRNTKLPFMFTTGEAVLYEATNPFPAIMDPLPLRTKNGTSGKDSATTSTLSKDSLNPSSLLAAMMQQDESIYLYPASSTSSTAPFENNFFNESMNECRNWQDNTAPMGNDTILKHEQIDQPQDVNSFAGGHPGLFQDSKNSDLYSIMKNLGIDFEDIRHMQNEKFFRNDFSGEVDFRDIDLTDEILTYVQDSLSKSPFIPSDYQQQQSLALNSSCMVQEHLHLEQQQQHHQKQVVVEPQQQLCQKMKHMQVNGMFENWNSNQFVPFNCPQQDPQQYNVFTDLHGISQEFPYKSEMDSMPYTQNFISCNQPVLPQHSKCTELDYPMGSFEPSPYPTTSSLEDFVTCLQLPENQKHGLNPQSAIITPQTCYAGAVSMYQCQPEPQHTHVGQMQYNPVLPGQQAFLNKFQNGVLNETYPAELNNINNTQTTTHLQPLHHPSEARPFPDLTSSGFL
MEP2-GFP yeast: yeast TOR pathway MEP2-GFP modulation; S. cerevisiae MEP2-GFP strain, flow cytometry GFP, 3 h; 100% = DMSO control level; GFP response vs DMSO, % at 10 µM; 330,000 tested, 0.51% active; AID 2016;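 active means GFP response versus DMSO above a set limit, roughly screen mean plus 3 SD, cut at about 180% in these data; inconclusive means fewer than 70 cells counted for a yeast strain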;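 further: median GFP fluorescence of the barcode-gated MEP2-GFP cells per well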
Efflux pump mplx: inhibitors of Candida antifungal efflux pumps expressed in yeast; S. cerevisiae Candida pump triplex, Nile Red efflux; 330,000 tested, 0.44% active; AID 485275; inhibition, % at 10 µM;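 active means plate passing quality check with inhibition over a set limit, or well fluorescence over plate mean plus 4 SD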;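 further: Nile Red retained in pooled yeast measured as flow cytometry median fluorescence; 0% = buffer negative control and 100% = Enniatin B positive control; higher means more Nile Red kept so more efflux inhibition; some compounds called inactive have numbers as strong as hits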
RPL19A TOR yeast: modulators of TOR pathway RPL19A-GFP in S. cerevisiae. AID 2025. percent response vs DMSO, % at 10 µM. S. cerevisiae RPL19A-GFP strain, flow cytometry, 3 h; stronger effect = lower value. 330,000 tested, 0.3% active;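 active means percent response vs DMSO below 50%; inconclusive means fewer than 70 events counted for the yeast strain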;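 further: median channel GFP fluorescence of the barcoded RPL19A-GFP strain; ratio of sample median GFP to plate DMSO average so 100% = DMSO; lower means less RPL19A-GFP as with rapamycin TOR inhibition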
LAP4-GFP MLPCN: alters LAP4-GFP fluorescence in TOR pathway yeast screen; S. cerevisiae LAP4-GFP multiplex, flow cytometry GFP, 3 h; median GFP as percent of DMSO wells; GFP response vs DMSO, % at 10 µM; 320,000 tested, 0.34% active; AID 2023;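 active means GFP response vs DMSO above a set limit, about the screen mean plus 3 SD, cut at about 150% in these data; inconclusive means under 70 cell events counted for the yeast strain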
CR mimetic SO: yeast age-related superoxide inhibition as caloric restriction mimetic. AID 2690. S. cerevisiae aged cells, superoxide DHE fluorescence; stronger effect = lower value. 330,000 tested, 0.18% active. superoxide response (% of plate mean), % at 10 µM;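 active means superoxide response under a set limit, about three screen SD below normal, cut at about 65% in these data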;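 further: yeast aged for seven days with compound at 30 °C before DHE staining; 100% = average MFI of all compound-treated wells on the plate with controls excluded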
AGP1 TOR yeast: yeast TOR pathway AGP1-GFP modulation; GFP response vs DMSO, % at 10 µM; S. cerevisiae AGP1-GFP multiplex flow cytometry, 3 h; GFP as percent of DMSO wells; 320,000 tested, 0.02% active; AID 2066;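 active means GFP response relative to DMSO above a set limit, near screen average plus 3 SD, cut at about 150% in these data; inconclusive means fewer than 70 cells counted for the yeast strain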;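 further: median GFP channel fluorescence of the gated AGP1 strain per well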
CIT2 TOR yeast: modulators of TOR pathway CIT2-GFP in S. cerevisiae; S. cerevisiae CIT2-GFP strain, flow cytometry, 3 h; 100 means same as DMSO wells; AID 2029; 320,000 tested, 0.065% active; GFP response vs DMSO, % at 10 µM;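 active means GFP response relative to DMSO above a set limit, near the screen mean plus 3 SD, cut at about 150% in these data; inconclusive means Fewer than 70 cells measured for a yeast strain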;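 further: ratio of well median GFP fluorescence to mean of DMSO wells on the plate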
* marks the source's active call; other numbers are inactive results; ? = inconclusive; · = no result given; [ ] = remark or other dose.

Screens in order – AGP1 TOR yeast, RPL19A TOR yeast, LAP4-GFP MLPCN, AHR activator, MEP2-GFP yeast, Efflux pump mplx, CIT2 TOR yeast, CR mimetic SO
CCN1CCc2c(OCc3ccc(C)cc3)cccc2C1=O
    102, 98, 93, 7, 105, 0.0, 94, 98
Clc1ccccc1Cn1nnc2c(N3CCOCC3)nc(C3CC3)nc21
    95, 96, 105, -1, 97, -0.1, 96, 99
COc1ccc(OC)c(-c2cnc(OC(C)(C)C)nc2OC(C)(C)C)c1
    101, 109, 88, -2, 100, 0.1, 104, 95
CC1Oc2ccccc2C=C1/C=N/NC(=O)c1ccccc1O (configuration not stated)
    103, 103, 100, 15, 110, 0.1, 102, 93
COC(=O)c1ccc(C(=O)NC2CCCN(Cc3ccc(Cl)cc3)C2)nc1 (configuration not stated)
    99, 102, 91, -2, 100, 0.0, 105, 101
C=CCN1C(=O)C(CC(=O)NCC)SC1=Nc1ccc(S(N)(=O)=O)cc1 (configuration not stated)
    102, 97, 94, 0, 100, 0.0, 100, 101
Cc1ccc(CN2CCN(c3ccccn3)CC2)s1
    100, 93, 94, -2, 99, 0.0, 100, 93
COc1cccc(Nc2nnc(Cc3cccnc3)c3ccccc23)c1
    101, 104, 93, 16, 104, -0.2, 107, 97
CC(=O)OC1OCCOC1NC(=S)NCc1ccco1 (configuration not stated)
    95, 95, 99, 9, 93, 0.6, 93, 98
CCC(c1nnnn1Cc1ccccc1)N(Cc1ccco1)Cc1cc2cc(OC)ccc2[nH]c1=O (configuration not stated)
    ·, 68[may fluoresce violet], 89[may fluoresce violet], 3, 180*[may fluoresce violet], 0.2, ?, 110
N#CC1(NC(=O)CN2C(=O)NC3(CCCCCC3)C2=O)CCCCC1
    107, 103, 101, 0, 101, -0.1, 101, 102
Cc1c(C(=O)N2CCCc3ccccc32)oc2ccc(S(=O)(=O)N3CCOCC3)cc12
    99, 101, 99, 2, 104, -0.1, 95, 98
CC(=O)N(C)c1ccc(N=Nc2c(C)[nH]n(-c3ccccc3)c2=O)cc1
    93, 103, 95, -1, 102, 0.1, 92, 104
COc1ccc(/C(C)=N/Nc2nc3ccccc3n3cnnc23)cc1OC
    102, 97, 104, 61*, 99, 0.0, 97, 92
COC(=O)c1cc(Cl)cc2c(CCO)c[nH]c12
    85, 88, 94, 2, 89, -0.2, 76, 87
C=COCCNC(=S)Nc1cccc(Cl)c1
    106, 104, 104, 2, 104, 0.1, 106, 90
C/C(=C\c1ccccc1)CN1CCC(C(=O)N2CCC(C)CC2)CC1
    110, 105, 98, 1, 108, 0.2, 88, 105
CCOC(=O)C1(Cc2ccccc2)CCCN(Cc2cnn(CC)c2)C1 (configuration not stated)
    101, 100, 88, 1, 99, -0.1, 96, 115
CC(C)(C)c1ccc(S(=O)(=O)NCc2ccccn2)cc1
    100, 100, 107, 2, 105, -0.1, 101, 105
O=C(NCc1ccccc1Cl)/C(=C\c1cccnc1)NC(=O)c1ccccc1
    105, 106, 96, 1, 106, -0.2, 109, 84
O=C(N/N=C/c1ccc(OC2CSC2)cc1)c1ccccc1
    79, 108, 90, 3, 95, -0.1, 69, 87
CN1CCN(S(=O)(=O)c2cccc(C(=O)Nc3cc(C(F)(F)F)ccc3N3CCCCC3)c2)CC1
    96, 94, 101, 3, 92, 0.1, 93, 113
Cc1ccc(-c2nnc(SCC(=O)NC3CC3)o2)cc1
    100, 98, 98, 16, 106, -0.1, 98, 102
Cc1ccc(C(=O)C2(C)C3c4cc(Br)ccc4OC(=O)C32C(=O)c2ccco2)cc1 (configuration not stated)
    98, 95, 114, 2, 99, 0.1, 101, 108
O=C(c1ccc(CS(=O)c2ccccc2Cl)o1)N1CCCCCC1 (configuration not stated)
    106, 105, 114, 1, 116, 0.0, 112, 102
CC(=O)c1c(C)oc2ccc(NS(=O)(=O)c3ccc(F)cc3C)cc12
    99, 102, 86, 4, 104, 0.1, 107, 117
O=S(=O)(NCC1CCCO1)c1cc(Cl)ccc1Br (configuration not stated)
    101, 98, 97, 1, 105, 0.0, 101, 112
COc1cc(C(=S)N2CCCCC2)ccc1OCC(=O)Nc1ccccc1Cl
    21[may fluoresce violet], 95, 118, -13, 131[may fluoresce violet], -0.3, ?, 95
COC(=O)CN1C(=O)COc2ccc(S(=O)(=O)N3CCOCC3)cc21
    101, 107, 95, 1, 102, -0.2, 103, 92
COc1ccc(CN2C(=O)c3ccccc3C2=O)cc1C(=O)OC(C)C(=O)NC(N)=O (configuration not stated)
    94, 98, 96, 6, 102, 0.1, 103, 77
Cc1ccc(-n2c3c(cc(C(=O)NC4CCSC4=O)c2=O)C(=O)CC(C)(C)C3)cc1 (configuration not stated)
    105, 97, 101, 2, 102, 0.0, 103, 92
COc1ccccc1C(=O)Nc1ccc(S(=O)(=O)Nc2cnc3ccccc3n2)cc1
    102, 103, 92, 1, 105, -0.2, 104, 110
O=C(CCSc1ccccc1)Nc1nccs1
    ·, 103, 104, 0, 100, 0.0, 103, 104
COc1ccc(/C=N\NC(=O)c2cc(O)c(O)c(O)c2)cc1COc1ccc(C(=O)OCC(C)C)cc1
    88, 97, 99, -1, 108, 0.6, 103, 102
CN(C)c1ccc(NC(=O)CN2CCC(C(=O)c3ccc(F)cc3)CC2)cc1
    93, 99, 96, 4, 96, 0.4, 95, 87
Cc1nn(CCO)c2c1C(=O)CCC2
    98, 97, 87, 2, 95, 0.0, 95, 99
COC(=O)c1[nH]c2cc(OC)ccc2c1NC(=O)CCN1CCN(c2cccc(C)c2C)CC1
    98, 93, 91, 11, 99, -0.1, 96, 87
COc1ccccc1-c1nnc(SCC(=O)Nc2ccc(N3CCOCC3)cc2)n1C
    95, 89, 96, 28, 94, -0.1, 90, 101
CCOC(=O)COn1c(=O)c(-c2ccco2)[n+]([O-])c2ccccc21
    94, 98, 82, 19, 94, 0.1, ·, 93
CCn1nnnc1SCC(=O)NNC(=O)C1CCCCC1
    107, 108, 108, 0, 105, 0.0, 109, 107
CCc1nn(CC(=O)NCCCN(CC)CC)c(=O)c2cc3sc(C)cc3n12
    100, 96, 105, 2, 93, 0.2, 91, 99
Cc1cnc(C(=O)OCC(=O)N2c3ccccc3CC2C)cn1 (configuration not stated)
    99, 102, 90, 1, 99, -0.1, 92, 99
O=S(=O)(NC1=NCCCCC1)c1ccc(F)cc1F
    107, 110, 106, -2, 102, 0.0, 109, 91
CCOC(=O)CC(=O)CSc1ncnc2c1nnn2-c1ccccc1
    93, 98, 103, 2, 97, 0.4, 88, 110
Cc1ccsc1-c1nc(CN2CCCC2c2ccc(F)cc2)c(C)o1 (configuration not stated)
    92, 95, 99, 5, 99, 0.3, 95, 95
Cc1cccc(NS(=O)(=O)c2ccc(OCC(=O)N3CCCC3)cc2)c1
    108, 102, 91, -1, 103, 0.0, 98, 78
S=C1NCCOCCNC(=S)NCCOCCOCCOCCN1
    115, 110, 109, -2, 104, -0.4, 114, 93
O=C(O)CCNC(=O)/C(=C/c1ccco1)NC(=O)c1ccco1
    92, 101, 92, 0, 104, 0.0, 102, 96
Cc1cccc(C(=O)NCC(=O)OCC(=O)c2ccc(Br)s2)c1
    100, 99, 111, 0, 104, 0.5, 87, 103
Cc1ccc(NC(=O)COC(=O)CCc2nc3ccccc3c(=O)[nH]2)c(Br)c1
    102, 93, 100, 1, 94, 0.0, 92, 94

The listing continues.
Screens in order – AGP1 TOR yeast, RPL19A TOR yeast, LAP4-GFP MLPCN, AHR activator, MEP2-GFP yeast, Efflux pump mplx, CIT2 TOR yeast, CR mimetic SO
Cc1ccc(C(=O)NCCNc2ncc(C(F)(F)F)cc2Cl)cc1[N+](=O)[O-]
    101, 103, 104, 0, 105, -0.1, 105, 106
CSc1ccc(CN(C)C(=O)c2cccc(S(=O)(=O)NCc3ccccc3)c2)cc1
    98, 101, 97, 2, 97, 4.3, 87, 107
CC(C)N(C(=O)CSc1nnc(Cc2csc(Nc3ccccc3)n2)o1)C(C)C
    97, 93, 102, 0, 95, 0.2, 99, 112
Cc1ccc(-n2nnnc2SCc2nnc(-c3ccccc3Br)o2)c(C)c1
    95, 97, 114, 0, 104, 0.1, 87, 109
CCOc1ccccc1/C=N/NC(=O)c1nnn(-c2nonc2N)c1CN1CCCC1
    87, 95, 86, 2, 95, 0.1, 107, 93
O=C(CCS(=O)(=O)c1ccccc1)Nc1ccc(N2CCOCC2)cc1
    99, 100, 99, 6, 90, 0.3, 95, 119
O=C(c1coc2ccccc2c1=O)N1CCN(c2cccc(C(F)(F)F)c2)CC1
    110, 106, 111, -7, 111, 0.0, 110, 125
O=C1C(=O)N(Cc2cccnc2)C(c2ccccn2)/C1=C(/O)c1ccc(Br)cc1 (configuration not stated)
    99, 102, 103, -2, 102, -0.1, 89, 94
CCc1ccccc1OCC(=O)OCC(=O)N1CC(=O)Nc2ccccc21
    100, 98, 99, -1, 93, 0.0, 89, 91
NS(=O)(=O)c1ccc(O)c(N2C(=O)c3cccc4c(C(=O)O)ccc(c34)C2=O)c1
    103, 107, 90, 3, 106, 0.0, 111, 122
CCN(CC)S(=O)(=O)c1cc(C(=O)Nc2ccncc2)ccc1Cl
    109, 101, 104, 4, 106, -0.1, 105, 88
CCn1cnc2sc(C(=O)N3CCN(c4ccc(OC)cc4)CC3)c(C)c2c1=O
    105, 102, 100, -1, 102, 0.2, 100, 95
COc1ccc(C)cc1N(CC(=O)Nc1ccc2c(c1)OCCO2)S(C)(=O)=O
    87, 89, 86, 6, 93, 0.0, 88, 87
Cc1ccc(NC(=O)c2cnccn2)c(Br)c1
    98, 108, 87, 2, 107, 0.2, 100, 96
CC(=O)Nc1nnc(SCC(=O)Nc2ccc(N3CCOCC3)c(Cl)c2)s1
    104, 97, 102, 1, 88, -0.2, 109, 121
COCCSc1nnc(NC(=O)CSCc2ccccc2)s1
    88, 86, 84, 0, 83, 0.0, 88, 94
O=S1(=O)CCOC[C@H](c2ccccc2)N1Cc1cccc(Cl)c1
    100, 96, 105, -3, 102, -0.2, 90, 89
CCc1ccc(NC(=O)CSc2nc(=O)n(CCCN3CCOCC3)c3c2CCC3)cc1
    103, 98, 109, 1, 92, 0.1, 98, 100
CCCn1c(NCc2cccs2)nc2ccccc21
    89, 88, 84, 4, 90, -0.1, 89, 98
